Screening results from PubChem BioAssay.
TrxR1 substrate: substrates of rat thioredoxin reductase 1; 390,000 compounds, 0.01% hits; Potency, µM (series often up to 114 µM), for the others: top-dose activity change, negative = substrate turnover; AID 588456; purified TrxR1 substrate turnover, NADPH consumption readout; O89049; also: potency is read from the fitted curve at half-maximal effect; % is scaled to controls: 0 for no effect and ±100 for the full control effect; nearly all actives have a fitted effect of over 50% in size
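Rat TrxR1, dispensed at 90 nM, was prereduced with 400 uM NADPH (final) for 5 min at ~22 deg C, then incubated with compound 15 min before 400 uM selenite. A first-read NADPH fluorescence drop versus no-compound background flagged substrates.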
TRHR ag: TRH receptor (human) agonism; TRHR cells, calcium flux fluo-8, FDSS agonist mode; activation, % at 2 µM; 360,000 compounds, 0.18% hits; AID 493084; in the data active = activation above about 30%; also: 0% is about no effect
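TRHR-expressing cells loaded with fluo-8 calcium dye; 23 nL library compound pin-transferred, kinetic FDSS fluorescence (Ex 480/Em 530) recorded about 180 s for agonist-induced calcium release, before a 10 nM TRH EC20 addition for potentiator mode.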
PI4K2A block: blocks human PI4K2A kinase activity; purified PI4K2A, ADP-Glo luminescence, 1 h; active compounds read low; activity change, negative = inhibition, % at 76.9 µM; 420,000 compounds, 0.13% hits; AID 1346378; in the data active = activity change below about -50%;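 also: -100% = wells without enzyme as full effect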
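ADP-Glo luminescence measured ADP generated by PI4K2A enzyme (4 ug/mL before mixing) with 1.2 mM PI substrate (pre-mix) and 300 microM ATP (pre-mix). Tris pH7.5 buffer with MgCl2, Triton X-100; 1 h reaction at ambient temperature.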
D2 antag: D2 dopamine receptor (human) antagonism; P14416; 340,000 compounds, 2% hits; HEK293 TREx D2 cells, calcium flux, dopamine EC80; inhibition, % at 10 µM; AID 485344; in the data active = inhibition above about 30%; also: 0% is about no effect
Target sequence (P14416 whole entry, looked up): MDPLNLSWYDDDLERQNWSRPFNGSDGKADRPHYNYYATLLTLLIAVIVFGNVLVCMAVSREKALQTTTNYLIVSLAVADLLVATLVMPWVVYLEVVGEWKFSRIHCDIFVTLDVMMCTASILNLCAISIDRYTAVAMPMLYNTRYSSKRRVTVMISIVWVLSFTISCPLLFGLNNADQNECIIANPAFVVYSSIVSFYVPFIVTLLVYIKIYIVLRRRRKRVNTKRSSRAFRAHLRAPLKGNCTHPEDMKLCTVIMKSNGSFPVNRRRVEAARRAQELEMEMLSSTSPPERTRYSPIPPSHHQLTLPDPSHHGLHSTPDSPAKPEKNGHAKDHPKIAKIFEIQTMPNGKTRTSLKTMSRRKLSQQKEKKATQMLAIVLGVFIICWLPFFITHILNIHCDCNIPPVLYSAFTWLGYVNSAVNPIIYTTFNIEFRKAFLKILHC
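Cells plated overnight at 30 C with tetracycline; no-wash calcium dye, 30–90 min RT; 10 s baseline; compound pinned; 180 s read; EC80 dopamine added; another 180 s read.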
D2 ag: D2 dopamine receptor (human) agonism; P14416; HEK293 T-REx D2 cells, calcium flux agonist mode; activation, % at 2 µM; 340,000 compounds, 0.53% hits;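 active = activation over 3 SD above normal in the single-dose calcium agonist read, cut at about 30% in these data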; also: 0% is about no effect
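Agonism is scored from calcium flux in a force-coupled, inducible HEK293 cell line expressing D2, read kinetically for 180 s after compound addition against dopamine controls.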
TRHR enhancer: allosterically enhances the human TRH receptor; 360,000 compounds, 0.66% hits; P34981; AID 493056; TRHR cells, fluo-8 calcium fluorescence, EC20 TRH enhancement; enhancement, % at 2 µM; in the data active = enhancement above about 30%; also: 0% is about no effect
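Enhancer read-out: after compound pinning and an initial kinetic agonist-mode read, an EC20 of TRH (10 nM final) was injected and fluo-8 calcium signal (Ex 480/Em 530) followed at 1 s/cycle for 100 cycles in TRHR-expressing cells.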
rTrxR1 inhibitor: blocks rat thioredoxin reductase 1. O89049. recombinant rTrxR1, NADPH fluorescence consumption, selenite substrate. Potency, µM (doses to about 114 µM), for inactives: at the top dose activity change, negative = inhibition, usual class: inhibitors. 390,000 compounds, 1% hits; also: potency is read from the fitted curve at half-maximal effect; % is scaled to controls: 0 for no effect and ±100 for the full control effect; nearly all actives have a fitted effect of over 65% in size
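Rat TrxR1 (90 nM in the dispensed reagent) was pre-reduced with 400 uM NADPH for 5 min at room temperature, then incubated with compound for 15 min. After 400 uM selenite was added, NADPH fluorescence (Ex 340/Em 450 nm) was followed for 8 min.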
mIDH1 inhibitor: blocks human mutant IDH1 R132H enzyme. O75874. IDH1-R132H enzyme, NADPH consumption, diaphorase/resazurin fluorescence. Potency, µM (series often up to 76.6 µM), inactives show at the highest dose activity change, negative = inhibition, usual class: inhibitors. 390,000 compounds, 0.093% hits. AID 602179; also: potency is read from the fitted curve at half-maximal effect; % is scaled to controls: 0 for no effect and ±100 for the full control effect; nearly all actives have a fitted effect of over 65% in size
Target sequence (O75874 whole entry R132H, stated change not applied): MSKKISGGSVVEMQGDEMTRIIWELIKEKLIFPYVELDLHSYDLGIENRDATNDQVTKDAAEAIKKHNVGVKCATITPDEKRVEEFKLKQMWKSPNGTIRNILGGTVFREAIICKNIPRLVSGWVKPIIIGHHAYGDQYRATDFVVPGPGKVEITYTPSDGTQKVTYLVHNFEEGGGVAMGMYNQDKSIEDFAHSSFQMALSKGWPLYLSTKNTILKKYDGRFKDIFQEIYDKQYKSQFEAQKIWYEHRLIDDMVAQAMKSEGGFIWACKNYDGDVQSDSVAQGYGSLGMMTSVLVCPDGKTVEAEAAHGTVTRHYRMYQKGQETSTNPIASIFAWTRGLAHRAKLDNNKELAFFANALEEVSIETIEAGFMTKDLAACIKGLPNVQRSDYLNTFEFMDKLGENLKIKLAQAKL
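IDH1-R132H (0.5 ug/mL) preincubated 30 min with compound, then NADPH (0.016 mM) and alpha-KG (2 mM) added; 80 min at RT, pH 7.5. Remaining NADPH coupled via diaphorase/resazurin to fluorescence (540/590 nm); concentration-response curves normalized to no-enzyme control.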
USP1 inh: inhibitors of human USP1/UAF1 deubiquitinase. recombinant USP1/UAF1, Ub-Rhodamine cleavage fluorescence. Potency, µM (titrated, usually from 57.1 µM), for inactives: top-dose activity change, negative = inhibition, actives largely listed as inhibitors. 390,000 compounds, 0.23% hits; also: potency is read from the fitted curve at half-maximal effect; % is scaled to controls: 0 for no effect and ±100 for the full control effect; nearly all actives have a fitted effect of over 60% in size; inactives centre near -12
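High-throughput fluorogenic screen: 1nM USP1/UAF1 complex, Ub-Rho substrate 150nM final, 50mM HEPES pH 7.8 with 0.5mM EDTA, 0.1 mg/ml BSA, 1mM TCEP and 0.01% Tween-20.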
* marks the source's active call; other numbers are inactive results; . = not tested or not shown; [ ] = another dose, or the depositor's remark. Unless noted, calls follow the shape of the dose curve; as a rule, active = well fitted inhibition curve with a large enough effect; inconclusive = small, poorly fitted or top-dose-only effect; inactive = no such curve, though single readings can be large or run the other way. Random draw from the library. Share with any hit: about 3.9%.

nr	SMILES	TrxR1 substrate	TRHR ag	PI4K2A block	D2 antag	D2 ag	TRHR enhancer	rTrxR1 inhibitor	mIDH1 inhibitor	USP1 inh
1	CC(C)NC(=O)N(C)C[C@@H]1Oc2c(NC(=O)Nc3ccccc3)cccc2C(=O)N([C@H](C)CO)C[C@H]1C	1%	.	-7	.	.	.	-3%	-18%	-22%
2	Cc1cc(C)nc(Nc2ccc(F)cc2)n1	1%[57.1 µM]	-0.6	0	-3	0.3	0	15%[57.1 µM]	4%	-7%
3	Cc1nc(NCc2ccccc2)[nH]c(=O)c1CCC(C)C	8%	-2.0	1	-2	-0.6	1	11%	2%	-23%
4	Cc1ccc(N2C(=O)CC2(C#N)c2ccc(OCc3ccccc3)cc2)cc1 (stereo unspecified)	1%	0.7	-3	12	0.4	0	18%	15%	-7%
5	Fc1cccc(-n2ncc3c2ncn2nc(-c4ccccc4Cl)nc32)c1	8%	0.1	7	.	0.8	-3	35%	.	-21%
6	COCCNC(=S)NCCc1ccc(Cl)cc1Cl	0%	0.0	2	11	-0.8	-3	13%	16%	-22%
7	O=C(CCc1nnc(CCCCc2ccccc2)o1)N(CCO)Cc1ccccc1	0%	0.0	0	-15	1.6	-8	4%	2%	-22%
8	Cc1ccc(S(=O)(=O)N2CCOCC2)cc1C(=O)OCC(=O)c1c(N)n(C)c(=O)n(C)c1=O	10%	.	-2	.	.	.	7%	1%	-11%
9	N#CC(C#N)=C1NC(N)=C(C#N)C(c2ccccc2)=C1C#N	.	0.7	.	21	-0.4	1	.	.	.
10	O=c1c([N+](=O)[O-])cccn1Cc1ccc(F)cc1Cl	-5%	0.1	-2	20	0.6	3	-3%[57.1 µM]	20%	-24%
11	CCOC(=O)c1sc(NC(=O)OC)c(C(=O)OC)c1C	-6%	1.6	5	7	0.1	5	20%[57.1 µM]	6%	-10%
12	CCOC1CCCC(n2cnc3c(=S)nc[nH]c32)O1 (stereo unspecified)	-7%	.	-10	.	.	.	-22%	0%	4%
13	COc1ccc(OC)c(CCNC(=O)c2ccc3c(c2)N(Cc2ccc(C)cc2)CCS3)c1	42%[activator]	0.3	2	.	0.5	-6	52%[activator]	-12%	-25%
14	COc1cc(OC)c(N(C)C(=O)c2nn(C)c3c2CSc2ccccc2-3)cc1Cl	-2%	0.6	-9	.	3.9	16	1%	-6%	-21%
15	CCc1ccc(NC(=O)[C@H](C)NC(=O)C2CCN(C(=O)[C@@H](N)Cc3ccccc3)CC2)cc1	7%[57.1 µM]	0.1	1	-14	-0.1	12	6%[57.1 µM]	1%	-10%
16	CC(C)CC(=O)N1c2nc(C(C)C)nn2C2(CCCCC2)[C@@H]2CCCC[C@@H]21	2%	-0.1	1	.	-2.2	4	3%	11%	-1%
17	Cc1nn(Cc2cccc3ccccc23)c(C)c1NC(=O)c1cccnc1	24%	0.7	1	-14	-0.6	-2	10%	0%	-15%
18	Cc1ccc(NC(=O)N2CCN(S(=O)(=O)c3ccccc3)CC2)cc1	4%	-1.1	-3	-8	-0.6	5	22%	-2%	8%
19	CCOc1ccc(/C=N/N2C(C)CCCC2C)cc1 (stereo unspecified)	1%	-0.7	4	-6	0.5	3	19%	-2%	-13%
20	CCSc1ccccc1C(=O)NCCc1ccccc1	7%[0.0914 µM]	-0.5	-6	-5	-0.5	-7	21%[0.0914 µM]	2%	-11%
21	Cn1nc(C(=O)Nc2nc3ccc(S(C)(=O)=O)cc3s2)ccc1=O	-14%	0.2	-13	-12	0.5	45*	0%[57.1 µM]	3%	-18%
22	CCCCC(=O)Nc1ncc([N+](=O)[O-])s1	4%[57.1 µM]	0.8	-1	0	11	-1	7%[57.1 µM]	-2%	-16%
23	COc1cccc(/C=N/n2nnnc2N)c1OCC#N	3%[57.1 µM]	.	0	.	.	.	9%[57.1 µM]	4%	-6%
24	Nc1ccccc1NC1CCCCC1	8%[57.1 µM]	-1.6	0	16	0.4	-4	10%[57.1 µM]	1%	-20%
25	CCCN(Cc1nnc(-c2ccccc2Cl)o1)C(=O)c1cc([N+](=O)[O-])cc([N+](=O)[O-])c1	1%	-0.2	-6	-3	0.1	-3	-27%	4%	-6%
26	O=C(Nc1nc(-c2ccc(Cl)cc2)cs1)c1cccnc1	-5%	-0.3	-11	.	.	3	-1%	3%	-11%
27	CC(C)N1C(=O)C2C(C(=O)NC3CCCCC3)C3C=CC2(O3)C1C(=O)NC1CCCC1 (stereo unspecified)	3%[57.1 µM]	0.6	-2	14	0.9	-6	-1%[57.1 µM]	-1%	-18%
28	COc1ccc(/C(O)=C2\C(=O)C(=O)N(c3cc(C)on3)C2c2ccccc2OC)cc1C (stereo unspecified)	-6%	-1.6	8	17	2.7	-7	-6%	3%	-2%
29	O=C(Nc1ccccc1C(=O)O)C1=NN=CC1	-6%	0.1	5	-3	-0.6	-2	-5%	0%	-23%
30	Cc1ccc(C2NC(=O)NC(O)(C(F)(F)F)C2C(=O)c2cccs2)o1 (stereo unspecified)	1%	0.3	-2	0	-0.1	4	2%	-8%	-7%
31	Cc1cc(Nc2cccc(Cl)c2Cl)n2ncnc2n1	12%	-1.0	-2	-12	1.1	-1	44%	2%	-18%
32	CCOc1cc(C)ccc1OCc1nnc(SCC(=O)Nc2cccc(C(=O)O)c2)n1-c1ccccc1	-1%[11.4 µM]	1.3	0	4	-0.2	1	23%	-3%	-13%
33	O=C(NCc1cccnc1)c1ccc(COc2ccccc2Br)o1	0%	-1.0	0	-17	-1.1	-6	-19%	7%	-20%
34	Cc1cccc(C(=O)NNS(=O)(=O)c2ccc(F)cc2)c1	-5%	0.1	1	7	0.4	-8	0%	-13%	-5%
35	CCCn1c(SCC(N)=O)nnc1C(C)C	0%	-0.1	0	10	0.5	-3	-1%	4%	-11%
36	CCCn1c(N2CCN(CC(=O)c3c(C)n(C)c4ccccc34)CC2)nc2c1c(=O)[nH]c(=O)n2C	9%[57.1 µM]	-0.9	7	10	-0.4	9	17%[57.1 µM]	-29%	5%
37	Cc1ccc(OCCOC(=O)c2nc3nccc(C)n3n2)cc1	3%[57.1 µM]	0.2	-3	4	0.0	6	17%[57.1 µM]	3%	-15%
38	O=C(COC(=O)c1cc(Cl)ccc1O)Nc1ccccc1C(=O)NC1CC1	25%	.	2	.	.	.	41%[activator]	-8%	-5%
39	Cc1cc2cc(C=O)c(Cl)nc2cc1C	-4%	3.5	7	23	2.3	-8	-10%	16%	-8%
40	CCc1ccc(NC(=O)Cn2c(=O)n(Cc3ccc(C)cc3)c(=O)c3cccnc32)cc1	26%	-0.2	-2	.	0.1	-6	45%[activator]	3%	-21%
41	COc1ccc(C)cc1NC(=O)CN1C(=O)C(=O)N(C2CCCC2)C1=O	-8%	0.3	-1	10	0.3	8	-4%	-10%	-3%
42	Cc1cc(C)n2nc(C(=O)NCc3ccco3)cc2n1	40%[activator]	1.0	3	-10	0.3	1	14%	-4%	-19%
43	COCCNC(=O)c1ccc2nc(Cc3ccc(OC)c(OC)c3)oc2c1	12%	-0.3	-5	.	.	-4	37%[activator]	-1%	-24%
44	Cc1cc(-c2cccc([N+](=O)[O-])c2)nc2ccc3ccccc3c12	-3%	0.9	6	-8	-0.7	3	-12%	1%	-6%
45	N#Cc1ccc(NC(=O)c2cc(S(=O)(=O)N3CCOCC3)ccc2N2CCCC2)cc1	-3%	0.3	-1	9	0.0	-5	14%	2%	-18%
46	CCOC(=O)C1CCN(S(=O)(=O)c2ccc(Br)c(OCC)c2)CC1	19%	-0.8	-1	4	0.4	1	44%	3%	-7%
47	CN(C)S(=O)(=O)c1cccc(C(=O)OCC(=O)Nc2ccccc2OC(F)F)c1	3%[57.1 µM]	0.5	0	20	0.0	-3	14%[57.1 µM]	11%	-6%
48	Cc1cccc(C)c1-n1nnnc1C(C)(C)N1CCN(N=O)CC1	-6%	-0.8	0	.	.	2	-5%	-5%	-24%
49	CC1=CC2=NC(=O)/C(=C/c3coc4ccccc4c3=O)C(=N)N2O1	9%[57.1 µM]	111*	-2	-11	50*	4	12%[57.1 µM]	2%	28µM*
50	Cc1ccc(Cn2nnc3c(=O)n(CC(=O)NCc4ccco4)cnc32)cc1	-7%	-0.7	-3	-14	0.3	8	-12%	3%	-11%
51	O=c1nc(SCc2c(F)cccc2Cl)nc(-c2ccc(Cl)cc2)[nH]1	8%[57.1 µM]	0.1	2	2	-0.7	1	16%	-9%	-19%

Entries of single compounds from above. Order of values: TrxR1 substrate | TRHR ag | PI4K2A block | D2 antag | D2 ag | TRHR enhancer | rTrxR1 inhibitor | mIDH1 inhibitor | USP1 inh
`CCOC(=O)C1CCN(S(=O)(=O)c2ccc(Br)c(OCC)c2)CC1` as listed: 19% | -0.8 | -1 | 4 | 0.4 | 1 | 44% | 3% | -7%
`COCCNC(=O)c1ccc2nc(Cc3ccc(OC)c(OC)c3)oc2c1` as listed: 12% | -0.3 | -5 | . | . | -4 | 37%[activator] | -1% | -24%
